# High-throughput results from PubChem BioAssay.
# PhoP GFP inhibition = PhoP regulon inhibitors, Salmonella typhi PhoP promoter GFP reporter, confirmatory (AID 1850); Salmonella Typhi PhoP-promoter GFP reporter, fluorescence, 4 h; higher % means a stronger effect; inhibition, % at 50 µM; hits with a dose series show IC50 in µM; hit rate 0.33% among 310,000; in the data active = a potency from the dose series; inconclusive = inhibition mostly from about 25% at the one dose, without a potency; inactive = the rest, 99 in 100 with inhibition below about 19%;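 note: 0% = induced wells with vehicle and 100% = uninduced wells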
# H37Rv inhibition = M. tuberculosis growth inhibition, HTS (AID 449762); inhibition, % at 25 µM; hits with a dose series show IC50 in µM; hit rate 0.59% among 330,000; M. tuberculosis H37Rv growth inhibition, 7H9 media; higher % means a stronger effect; in the data active = a potency from the dose series; inconclusive = inhibition above about 70% without an active follow-up result;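 note: bacterial growth assessed after seven days of incubation; strong numbers were not always called active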
# M. tuberculosis = growth inhibition of non-replicating M. tuberculosis (AID 488890); hit rate 0.39% among 320,000; inhibition, % at 25 µM; hits with a dose series show IC50 in µM; Mycobacterium tuberculosis non-replicating, growth inhibition; higher % means a stronger effect; in the data active = a potency from the dose series; inconclusive = inhibition mostly from about 82% at the one dose, without a potency; inactive = the rest, 99 in 100 with inhibition below about 76%;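 note: plate controls were DMSO cells for no effect and high antibiotic wells for full effect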
# inhibitors of VEEV = inhibitors of VEEV TC-83 cytopathic effect, confirmation, Vero cells (AID 588727) | hit rate 0.13% among 350,000 | one-dose inhibition, % at 20 µM; IC50 in µM for titrated hits | Vero cells, VEEV TC-83 cytopathic effect inhibition; higher % means a stronger effect; in the data active = a potency from the dose series; inconclusive = inhibition mostly from about 14% at the one dose, without a potency; inactive = the rest, 99 in 100 with inhibition below about 12%; note: strong numbers were not always called active
# H1N1 NS1A inhibition = H1N1 influenza NS1A inhibitors, functional cell based assay (AID 504329); NS1A functional cell-based assay, percent inhibition; higher % means a stronger effect; inhibition, % at 12.5 µM, or IC50 in µM where a hit was titrated; hit rate 0.3% among 340,000; in the data active = a potency from the dose series; inconclusive = inhibition above about 27% without an active follow-up result; note: strong numbers were not always called active
# inhibitors of VEEV 10K pilot screen = also measured in inhibitors of VEEV; calls as there; inhibition, %; measured here: 10K pilot screen inhibition
# Starred values were filed as active, the others as inactive; i = inactive; ? = inconclusive; . = not tested or not shown.
SMILES,PhoP GFP inhibition,H37Rv inhibition,M. tuberculosis,inhibitors of VEEV,H1N1 NS1A inhibition,others
O=c1c2cc(N3CCOCC3)ccc2[nH]c(=S)n1Cc1ccco1,-26%,-7%,1%,0.2%,4%,
CCCc1cc(C(=O)N2CCN(C(c3ccccc3)c3ccccc3)CC2)no1,-6%,2%,.,0.1%,8%,
CC(C)C(=O)Nc1ccc(Oc2ccc3c(c2)C(=O)NC3=O)cc1,-3%,14%,4%,i,-24%,
COc1cccc(CC(=O)OCC(=O)NC2(C#N)CCCC2)c1,.,-8%,-5%,1.4%,6%,
O=C(CNC(=O)c1ccc(Cl)cc1)OCC(=O)c1ccccc1,-10%,-8%,-18%,0.8%,-13%,
Cc1ccc(NC(=S)Nc2cc(C(=O)O)ccc2N2CC3CC(C2)c2cccc(=O)n2C3)cc1C (centres undefined),3%,0%,14%,0.1%,-9%,
O=C(c1cccc(NS(=O)(=O)c2cccc(F)c2)c1)N1CCCC1,.,.,.,3.0%,-12%,
O=C(N/N=C/c1ccncc1)c1ccc(NC(=O)c2ccc(Cl)cc2)cc1,-9%,5%,2%,i,4%,
CCOc1ccc(NC(=O)Nc2ccc(NC(C)=O)cc2)cc1,-7%,11%,4%,2.1%,10%,
Cc1cc(NC(=O)NC(C(F)(F)F)C(F)(F)F)no1,-3%,0%,-1%,0.4%,0%,
COc1cccc(C(=O)Nc2nnc(CCS(=O)(=O)c3ccc(C)cc3)s2)c1,-2%,-2%,13%,6.8%,-2%,
CNc1ncc(C(=O)c2ccc(Br)cc2)s1,.,.,.,2.4%,-18%,
CN1C(=O)c2oc3ccccc3c(=O)c2C1c1ccncc1 (centres undefined),19%,4%,-32%,i,0%,
CCN(CC)C(=O)c1ccc(-c2nnc(Nc3ccc(C(=O)NC)cc3)c3ccccc23)cc1,-2%,-1%,20%,8.2%,3%,
COC(=O)c1[nH]c2ccc(C)cc2c1NC(=O)C1=COCCO1,9%,0%,3%,6.4%,-3%,
C=C(C)CNC(=O)c1ccc(OC2CCN(S(=O)(=O)N(C)C)CC2)cc1,6%,-1%,-7%,1.0%,4%,
O=C(CCC(=O)N1CCOCC1)NCc1cccc(C(F)(F)F)c1,.,-2%,-3%,1.1%,-7%,
COC(=O)c1ccn(Cc2ccccc2Cl)n1,.,.,.,0.8%,-1%,
Cc1noc(C)c1S(=O)(=O)Nc1ccc(C(=O)O)cc1,7%,-2%,-3%,0.9%,-1%,
CCOC(=O)CNC(=O)CSc1nc(Cc2cccs2)nc2ccccc12,-4%,-5%,-2%,0.6%,-4%,
COc1ccc(C2C(C(=O)N3CCCCC3)c3ccccc3C(=O)N2C)cc1 (centres undefined),3%,-8%,5%,6.2%,-2%,
Cc1ccc(Nc2cc(C)nn2-c2nc(C)cc(=O)[nH]2)cc1,12µM*,?,.,6.3%,20%,
Cn1ccc(NC(=O)c2ccc(Cl)cc2Cl)n1,.,-11%,-4%,1.9%,-1%,
CCn1ccc(C(=O)Oc2ccc(C(C)C)cc2)n1,5%,-9%,79%,0.6%,15%,
O=C(CSc1ccc2ccccc2n1)NCCC1=CCCCC1,3%,1%,62%,i,7%,
O=C(COC(=O)C1(c2ccccc2)CC1)NNC(=O)c1ccccc1F,3%,53%,-6%,1.2%,-16%,
O=C(COC(=O)CNC(=O)C1CCCCC1)NCc1ccc(Cl)cc1,.,-4%,11%,3.4%,-8%,
Cc1ccccc1Cn1c2ccccc2c2cnn(CC(=O)NCc3ccco3)c(=O)c21,1%,6%,10%,0.9%,13%,
COc1ccc([N+](=O)[O-])cc1NC(=O)COC(=O)/C=C/c1ccco1,-3%,2%,66%,2.0%,1%,
CCOc1ccccc1N1CC(C(=O)Nc2ccc3c(c2)OCCO3)CC1=O (centres undefined),-1%,-3%,9%,1.0%,-4%,
CC(=O)c1ccc(NC(=S)NCCc2ccc(S(N)(=O)=O)cc2)cc1,-4%,-2%,45%,0.8%,6%,
COCCn1nnnc1C(c1cc2cccc(C)c2[nH]c1=O)N1CCN(c2ccccc2F)CC1 (centres undefined),13%,2%,13%,8.1%,1%,
O=C(NCc1n[nH]c(=S)n1-c1ccccc1)c1cccs1,-7%,-3%,-20%,1.6%,1%,
O=C(NCCS(=O)(=O)N1CCN(c2ccccc2)CC1)c1ccc(Br)o1,8%,-4%,7%,1.0%,-4%,
COc1ccc(Cl)cc1-c1nc(N)nc(N(C)C)n1,2%,3%,-18%,0.5%,9%,
COC(=O)c1cc(NS(=O)(=O)c2ccc3c(c2)CCC(=O)N3)cc(C(=O)OC)c1,-14%,2%,0%,2.6%,-5%,
O=C(c1cc(C2CC2)nn1-c1ccccc1)N1CCN(Cc2c(F)cccc2Cl)CC1,.,2%,17%,0.7%,9%,
CCOC(=O)c1c(NC(=O)CC)sc2c1CCN(Cc1ccccc1)C2,4%,1%,37%,6.9%,9%,
Cc1cc(C)cc(C(=O)Nc2ccc3[nH]c(=O)[nH]c3c2)c1,-7%,17%,6%,8.5%,-2%,
COC(=O)c1c(NC(=O)CN2CCC3(O)CCCCC3C2c2ccc(OC)cc2OC)sc(C)c1C (centres undefined),-2%,19%,33%,5.3%,-8%,
CC(=O)Nc1ccc(OC(=O)c2ccc(Cl)cc2)cc1,-13%,6%,.,0.6%,-7%,
COCCOC(=O)c1c(C)n(C)c2ccc(OC(=O)c3cccs3)cc12,9%,-4%,4%,0.9%,0%,
COc1ccc(C(=O)NNC(=O)c2ccc(S(=O)(=O)N3CCCCC3)cc2)cc1,-6%,-2%,10%,0.2%,-10%,
Cn1c2ccccc2c2cnn(CC(=O)NCCCN3CCN(c4ccccc4F)CC3)c(=O)c21,9%,8%,61%,0.1%,-2%,
Cc1cc(NC(=O)CSc2ccc(-c3ccc4c(c3)OCO4)nn2)no1,-3%,3%,1%,.,.,
CC(=O)c1ccc(NC(=S)N2C(C)CCCC2C)cc1 (centres undefined),-11%,-1%,24%,.,.,
CN(C(=O)c1cccc(NC(=O)Cc2ccc(NC(=O)C3CCN(C(=O)C4CCCC4)CC3)cc2)c1)C1CCCCC1,.,.,.,2.3%,17%,
C/C(CC(=O)Nc1ccc(Cl)c(Cl)c1)=N\NC(=O)Cc1ccccc1,-2%,?,-2%,0.4%,1%,
C[C@]12CCC3C(CC[C@H]4C[C@@H](O)CC[C@]34C)C1C[C@H](Br)[C@@H]2O (some centres undefined),.,6%,1%,.,.,
c1ccc(Oc2ccc(-c3ccnc4nc(N5CCN(c6ccccc6)CC5)nn34)cc2)cc1,-8%,?,30%,i,4%,

# (continued)
SMILES,PhoP GFP inhibition,H37Rv inhibition,M. tuberculosis,inhibitors of VEEV,H1N1 NS1A inhibition,others
COC(=O)c1ccc(N2CCN(c3ccccc3)CC2)nc1,0%,-4%,28%,2.2%,3%,
NNC(=O)C1C(O)CCC2CN3CCc4c([nH]c5ccccc45)C3CC21 (centres undefined),.,.,.,100%,2%,
CCNC(=O)CC1C(=O)N(c2ccccc2)C(=O)N1CCOC (centres undefined),2%,9%,-9%,0.6%,-19%,
COc1ccc(NC(=O)CSc2c(C)n[nH]c2C)cc1,-6%,-4%,15%,1.8%,-4%,
COc1cc(/C=N/NC(=O)CC2(C)OCCCO2)ccc1OCc1ccccc1,0%,-5%,8%,1.9%,0%,
COc1cc(OC)c(OC)cc1CN1CCN(C(=O)CC(C)C)CC1,-5%,8%,-6%,i,-1%,
COc1ccccc1NC(=O)c1nn(C)cc1Br,4%,-3%,-2%,1.6%,-3%,
CSc1ccc(C#N)cc1NC(=O)c1ccc(Cl)cc1,-12%,1%,-12%,2.8%,-3%,
Cc1cc(C)c(O)c(-c2cc(C(=O)NCCc3ccc(S(N)(=O)=O)cc3)[nH]n2)c1,6%,-8%,4%,3.6%,11%,
COC(=O)c1sccc1NC(=S)Nc1cccc(F)c1,-12%,-4%,-4%,i,-7%,
CC(C)NC(=O)c1ccccc1N(Cc1ccccc1)S(C)(=O)=O,7%,9%,-6%,0.5%,8%,
Cc1ccc(N=Nc2c(C)[nH]n(C(N)=S)c2=O)cc1,-3%,94%,2.4µM*,4.0%,3%,
O=C(Nc1nc(-c2cccs2)c(-c2cccs2)s1)C1CCCC1,.,.,.,5.3%,-2%,
Cc1ccsc1C(=O)C1CCCN(CCO)C1 (centres undefined),2%,0%,-7%,i,5%,
CCN(CC)C1CCN(C(=O)c2ccc(OC3CCN(Cc4ccccn4)CC3)cc2)C1 (centres undefined),-11%,9%,10%,i,0%,
COC(=O)CN1C2=NCCCN2c2ccccc21,7%,-4%,-8%,1.7%,1%,
COc1ccc(N2CCN(S(=O)(=O)c3cnc[nH]3)CC2)cc1,9%,6%,4%,0.3%,15%,
Cc1cc(C)cc(NC(=O)CSc2nc3[nH]ncc3c(=O)[nH]2)c1,-3%,-7%,-12%,i,-1%,
COc1ccc(C2OC(=O)CC2C(=O)NC2CCCCCC2)cc1OC (centres undefined),-3%,-8%,8%,0.1%,-19%,
CC(Sc1nnc(N)s1)C(=O)Nc1ccc(N2CCOCC2)cc1 (centres undefined),-4%,-5%,-3%,1.4%,-34%,
C=CCn1c(SCC(=O)NC23CC4CC(CC(C4)C2)C3)nc(O)cc1=O,5%,-1%,29%,30%,-6%,
O=C(C[N+]1(CC#Cc2ccccc2)CCCCC1)c1ccc(Cl)cc1,-2%,-3%,?,0.2%,-8%,
Nc1ccnn1Cc1ccncc1,-8%,2%,0%,i,1%,
Cc1cc(S(=O)(=O)N2c3ccc(F)cc3CCC2C)ccc1-n1cnnn1 (centres undefined),0%,-3%,9%,0.2%,-5%,
Cc1c(C)c2cc(Cl)c(OCC(=O)N3CCN(c4ccc(F)cc4)CC3)cc2oc1=O,3%,-5%,-6%,0.0%,-1%,
Cc1cccnc1Sc1c([N+](=O)[O-])ncn1C,0%,-8%,-2%,0.7%,-7%,
CCN1CCN(c2c(Cl)cccc2NC(=O)c2ccc([N+](=O)[O-])cc2)CC1,5%,-1%,-1%,i,3%,
CC(=O)c1ccc(N(C(=O)c2ccco2)C(C(=O)NC2CCCC2)c2ccc(N3CCOCC3)cc2)cc1 (centres undefined),-5%,8%,3%,i,3%,
Cn1c(=O)[nH]c(=O)c2c1nc(CN1CCN(c3cccc(Cl)c3)CC1)n2CCN1CCOCC1,5%,4%,9%,2.4%,1%,
O=C(Cc1ccccc1)Nc1nnc(-c2ccccc2)o1,0%,31%,37%,1.7%,-1%,

# The final 3 records of the part above open the next one:
SMILES,PhoP GFP inhibition,H37Rv inhibition,M. tuberculosis,inhibitors of VEEV,H1N1 NS1A inhibition,others
CC(=O)c1ccc(N(C(=O)c2ccco2)C(C(=O)NC2CCCC2)c2ccc(N3CCOCC3)cc2)cc1 (centres undefined),-5%,8%,3%,i,3%,
Cn1c(=O)[nH]c(=O)c2c1nc(CN1CCN(c3cccc(Cl)c3)CC1)n2CCN1CCOCC1,5%,4%,9%,2.4%,1%,
O=C(Cc1ccccc1)Nc1nnc(-c2ccccc2)o1,0%,31%,37%,1.7%,-1%,
CCOc1ncccc1C(=O)N(C)CC(=O)Nc1ccccc1SC,-2%,-1%,3%,i,-2%,
COc1cccc2[nH]c3c(N4CCCCC4)ncnc3c12,2%,3%,4%,1.8%,1%,
Cc1csc(SCC(=O)Nc2nc(-c3ccccc3)cs2)n1,-1%,29%,77%,1.1%,-3%,
O=C(Cn1ccc2ccccc2c1=O)NCCC(=O)Nc1ccc2c(c1)OCCO2,3%,-1%,-8%,i,-2%,
Cc1ccc2cn[nH]c2c1NC(N)=S,-5%,-2%,-16%,1.1%,6%,
O=C(COC(=O)c1ccc(Cl)nc1)NC(=O)c1ccccc1,15%,15%,14%,0.4%,14%,
O=C(Cc1ccccc1)NC1CCN(S(=O)(=O)c2cccc(F)c2)CC1,3%,-3%,3%,6.1%,17%,inhibitors of VEEV 10K pilot screen=1.5
Cc1nnc(NC(=O)C2c3ccccc3Oc3ccccc32)s1,-14%,-3%,9%,i,11%,
COCC(=O)N1CCC(Oc2ccc(C(=O)N(C)C(C)c3ccon3)cc2)CC1 (centres undefined),-6%,0%,-9%,1.3%,9%,
CCC1=NN(C(=O)Cc2ccc(OC)c(OC)c2)C(O)(C(F)(F)F)C1 (centres undefined),-6%,-5%,23%,i,-4%,

# 3 compounds already listed, arranged by count of non-hydrogen atoms, smallest number first.
SMILES,PhoP GFP inhibition,H37Rv inhibition,M. tuberculosis,inhibitors of VEEV,H1N1 NS1A inhibition,others
O=C(COC(=O)c1ccc(Cl)nc1)NC(=O)c1ccccc1,15%,15%,14%,0.4%,14%,
CCC1=NN(C(=O)Cc2ccc(OC)c(OC)c2)C(O)(C(F)(F)F)C1 (centres undefined),-6%,-5%,23%,i,-4%,
O=C(Cn1ccc2ccccc2c1=O)NCCC(=O)Nc1ccc2c(c1)OCCO2,3%,-1%,-8%,i,-2%,
